Screening results deposited in PubChem BioAssay by National Center for Advancing Translational Sciences (NCATS).
MBNL1-CUG inh = inhibitors of human MBNL1 binding to CUG repeat RNA; actives 0.036% (n = 280,000); AID 2675; Potency, µM (top dose mostly 57.5 µM), for inactives: at the top dose activity change, negative = inhibition, usual class: inhibitors; TR-FRET MBNL1-His/biotin-(CUG)12 binding, 665/545 ratio; Q9NR56; active = well fitted inhibition curve with a large enough effect in the signal ratio, with a control signal flat, not every such curve was filed as active; inconclusive = small, poorly fitted or top-dose-only effect, or effect the other way, or a change in a side signal; inactive = no such curve, though single readings can be large or run the other way; the % refers to the signal ratio; note: potency is the fitted concentration of half-maximal effect; % is set by controls: 0 for no effect and ±100 for the full control effect
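Compound titration spanned 92 nM–58 uM against the MBNL1-His/biotin-(CUG)12 complex. After 60 min at room temperature with 5 nM streptavidin-XL665 and 0.055 ng/ul terbium anti-His, ratiometric 665/545 nm emission (Ex 340 nm) normalized to controls.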
TRPV1 ag = activates the human vanilloid receptor TRPV1; Q8NER1; actives 0.19% (n = 320,000); TRPV1-expressing cells, Fluo-8 calcium influx, agonist mode; activation, % at 8.33 µM; AID 540275; in the data active = activation above about 80%; inconclusive = between about 30% and that limit; note: 0% is about no effect
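TRPV1-expressing cells were cultured overnight at 35.5C and loaded with Fluo-8 calcium dye for 40 to 90 min at room temperature. After a 10 s baseline, compound was added and calcium influx was read kinetically for 3 min (ex 480/em 520 nm).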
GALK inhibitor = inhibitors of human galactokinase. Purified GALK, Kinase-Glo residual ATP luminescence. P51570. actives 0.007% (n = 270,000). Potency, µM (top dose mostly 57.5 µM), for the others: top-dose activity change, negative = inhibition, usual class: inhibitors; note: potency is the fitted concentration of half-maximal effect; % is set by controls: 0 for no effect and ±100 for the full control effect
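Kinase-Glo Plus luminescence measured ATP left after a 1 h room-temperature reaction. The reaction used 5 nM GALK, 100 uM galactose and 35 uM ATP at pH 8.0 (20 mM HEPES, 5 mM MgCl2, 60 mM NaCl, 1 mM DTT, 0.01% BSA).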
FBPA coupling cs = counter-screen for Giardia aldolase inhibitors: coupling enzyme system; activity change, negative = inhibition, % at 58.2 µM, hits read low; coupling enzyme system counterscreen, AmpLite Red fluorescence; actives 0.67% (n = 290,000); in the data active = activity change below about -30%; note: % is set by controls: 0 for no effect and ±100 for the full control effect
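Compounds tested against the coupling enzymes alone at 57.5 uM final; readout was AmpLite Red fluorescence (525/598 nm) after 20 min at RT.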
KCNH2 3.1 inh = inhibitors of human KCNH2 3.1 potassium channel isoform | U2OS KCNH2 3.1, thallium flux FluxOr; active compounds read low | activity change, % (tested at about 1.8 µM) | actives 0.95% (n = 340,000) | AID 720553;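 active = maximum activity change below -70%; inconclusive = maximum activity change from -70% to -50%; inactive = maximum activity change above -50%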;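 note: thallium influx rate constant from kinetic fluorescence after stimulation buffer; % is set by controls: 0 for no effect and ±100 for the full control effect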
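Virally transduced U2OS (3.1 isoform, 4 h infection in dark at RT) → overnight 37 C → FluxOr + Red40 in HBSS/HEPES, 45 min → stimulation buffer, 2 min kinetic read → rate constant vs DMSO controls.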
MLL CXXC-DNA inh = MLL CXXC-DNA interaction inhibition; Potency, µM (titrated, usually from 115 µM), for inactives: at the highest dose activity change, negative = inhibition, hits mostly inhibitors; MLL-CXXC / FITC-HOXA9 DNA fluorescence polarization; Q03164; AID 2662; actives 0.037% (n = 290,000); active = well fitted inhibition curve with a large enough effect in the polarisation, with a control signal flat, not every such curve was filed as active; inconclusive = small, poorly fitted or top-dose-only effect, or effect the other way, or a change in a side signal; inactive = no such curve, though single readings can be large or run the other way; the % refers to the polarisation; note: potency is the fitted concentration of half-maximal effect
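Fluorescence polarization: 7 uM MLL-CXXC (stock) preincubated 5 min with compounds, then 50 nM fluorescein-HOX-A9 DNA (stock) added; 30 min ambient. Buffer 50 mM Tris-HCl pH 7.5, 50 mM NaCl, 1 mM DTT, 0.05% BSA.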
A-T KAP1 phos = potential ataxia-telangiectasia treatment | […] A-T fibroblasts, KAP-1 phosphorylation AlphaLISA; neocarzinostatin DNA damage 30 min before lysis | Potency, µM (titrated, usually from 57.5 µM), without a hit: at the highest dose activation, actives largely listed as activators | actives 0.19% (n = 320,000) | AID 485349; note: potency is the fitted concentration of half-maximal effect; % of control where 0% means no effect; nearly all actives have a fitted effect of over 45% in size
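ATM-like activity read as KAP-1 phosphorylation via AlphaLISA donor/acceptor antibody pairs after lysis and 6 hr at 25C. Cells were ATM-null patient fibroblasts ([…], hTERT), dosed 60 min, then exposed to the DSB inducer NCS for 30 min.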
S-ASM inh = blocks human secretory acid sphingomyelinase; P17405; placental ASM, HMU-PC fluorogenic substrate, 60 min; Potency, µM (series often up to 57.5 µM), for inactives: top-dose activity change, negative = inhibition, hits mostly inhibitors; actives 0.006% (n = 340,000); AID 504937; note: potency is the fitted concentration of half-maximal effect
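Human placenta-derived ASM preincubated with compound 10 min at room temperature, then reacted with 9 uM (final) fluorogenic HMU-PC substrate for 60 min at 37 C. Stop solution raises pH to 10; fluorescence read at Ex 386/Em 447 nm.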
KCNH2 WT inh = KCNH2 (human, wildtype) channel inhibition; Q12809; U2OS, BacMam KCNH2, thallium flux FluxOr; active compounds read low; activity change, % at 1.84 µM; actives 0.37% (n = 340,000); AID 720551;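 active = maximum activity change below -70%; inconclusive = maximum activity change between -70% and -50%; inactive = maximum activity change above -50%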; note: % is set by controls: 0 for no effect and ±100 for the full control effect
Target sequence (Q12809 whole entry, looked up): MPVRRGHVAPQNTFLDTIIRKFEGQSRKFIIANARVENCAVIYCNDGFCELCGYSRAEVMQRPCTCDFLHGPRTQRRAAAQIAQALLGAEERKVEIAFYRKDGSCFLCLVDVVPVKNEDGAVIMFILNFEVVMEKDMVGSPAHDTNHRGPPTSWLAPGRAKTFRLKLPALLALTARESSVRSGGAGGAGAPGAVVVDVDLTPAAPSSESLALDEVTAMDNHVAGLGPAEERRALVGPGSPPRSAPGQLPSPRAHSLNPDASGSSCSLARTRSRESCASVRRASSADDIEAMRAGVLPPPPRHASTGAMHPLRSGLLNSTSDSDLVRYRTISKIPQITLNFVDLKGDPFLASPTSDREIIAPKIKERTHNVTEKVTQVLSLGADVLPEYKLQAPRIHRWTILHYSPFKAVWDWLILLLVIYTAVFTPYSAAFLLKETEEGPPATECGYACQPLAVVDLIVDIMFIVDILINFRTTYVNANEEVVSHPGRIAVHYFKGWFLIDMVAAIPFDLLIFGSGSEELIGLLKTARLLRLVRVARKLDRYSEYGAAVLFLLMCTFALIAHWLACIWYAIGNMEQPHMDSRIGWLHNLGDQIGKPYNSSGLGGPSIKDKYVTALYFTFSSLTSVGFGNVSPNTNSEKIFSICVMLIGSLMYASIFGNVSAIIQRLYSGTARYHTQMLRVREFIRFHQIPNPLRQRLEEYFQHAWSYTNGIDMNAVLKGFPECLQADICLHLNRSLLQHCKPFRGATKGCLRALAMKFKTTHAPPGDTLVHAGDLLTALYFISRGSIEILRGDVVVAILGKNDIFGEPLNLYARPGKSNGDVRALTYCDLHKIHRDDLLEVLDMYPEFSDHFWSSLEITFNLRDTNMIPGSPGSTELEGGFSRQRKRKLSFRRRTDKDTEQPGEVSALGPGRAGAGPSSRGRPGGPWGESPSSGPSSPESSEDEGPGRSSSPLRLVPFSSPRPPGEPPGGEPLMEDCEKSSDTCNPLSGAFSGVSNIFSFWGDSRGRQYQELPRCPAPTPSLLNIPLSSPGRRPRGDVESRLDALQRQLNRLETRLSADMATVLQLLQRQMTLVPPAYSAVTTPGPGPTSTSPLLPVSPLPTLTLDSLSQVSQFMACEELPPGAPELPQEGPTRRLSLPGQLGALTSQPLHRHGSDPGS
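U2OS cells were transduced with wild-type KCNH2 virus (2.03 x 10^8 / mL) for 4 h at room temperature, then cultured overnight at 37 C. Thallium flux was read with FluxOr dye. Rate constants were normalized to DMSO controls.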
Integrin act MD = integrin-mediated muscular dystrophy alleviation activation; Potency, µM (highest dose often 38.3 µM), without a hit: at the highest dose activation, most hits filed as activators; actives 0.064% (n = 350,000); alpha7betagal myoblasts, beta-gal FDG fluorescence, 48 h;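 note: potency is the fitted concentration of half-maximal effect; 100% = response of the positive control SU9516; nearly all actives have a fitted effect of over 60% in size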
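Alpha7betagal+/- myoblasts (passage 13) were plated 16-24 hr, then exposed to compounds (1:260 dilution of DMSO stock) for 48 hours at 37C. After MPER lysis, β-galactosidase reporter activity was read as FDG fluorescence (ex 480/em 540) after 30 minutes.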
* = called active by the depositor; i = inactive; ? = inconclusive; . = no result given; & = joins results of further samples; [ ] = another dose, or the depositor's remark. Unless noted, calls come from the whole dose curve; as a rule, active = well fitted curve in the direction sought with a large enough effect; inconclusive = small, poorly fitted or top-dose-only effect, or another doubt; inactive = no such curve, though single readings can be large; an effect the other way counts as inactive or inconclusive.

Molecule	MBNL1-CUG inh	TRPV1 ag	GALK inhibitor	FBPA coupling cs	KCNH2 3.1 inh	MLL CXXC-DNA inh	A-T KAP1 phos	S-ASM inh	KCNH2 WT inh	Integrin act MD
O=C(O)c1nccnc1C(=O)Nc1ccccc1-c1ccccc1	-4%	1	.	1	-8	-6%	?	4%	-9	16%
CC(C)CCn1cnc2c(cnn2-c2ccc(F)cc2)c1=O	6%	18	3%	5	-137*	-12%	2%	-1%	-181*	0%
O=C(COc1ccccc1)NCC(c1cccs1)N1CCOCC1 (configuration not stated)	-8%	-2	0%	-1	-9	-1%	-4%	2%	-2	-1%
CC1=C(C#N)C(c2cccnc2)C2=C(CC(C)(C)CC2=O)N1 (configuration not stated)	22%	0	5%	3	3	3%	1%	i	16	-3%
CCOC(=O)c1cc(C(=O)OCC)c(=O)[nH]c1N1CCCC1	-5%	5	4%	0	4	-11%	8%	1%	-10	-7%
COc1ccccc1C1C(C#N)=C(N)Oc2cc(C)n(Cc3ccccn3)c(=O)c21 (configuration not stated)	?	-3	4%	-21	1	-1%	8%	0%	3	-7%[7.66 µM]
Cc1cc2c(SCC(=O)N3CCN(c4ccccc4)CC3)ncnc2s1	.	?	.	.	15	.	3%	-1%	-12	9%
COc1ccccc1N1CCN(C(=O)CCNC(=O)Cn2ccc3ccccc3c2=O)CC1	0%	0	-2%	1	-34	-9%	1%	11%	-9	-25%
O=C1C2C3C=CC(C4CC34)C2C(=O)N1/N=C/c1ccc(-c2ccccc2[N+](=O)[O-])o1 (configuration not stated)	?	6	-2%	-2	-25	11%	6%	-8%	-3	0%
CN1c2ccccc2C(C)(C)C12CC(c1ccc(S(=O)(=O)N3CCCCC3)cc1)=NO2 (configuration not stated)	.	-8	0%	2	-17	18%	11%	-1%	-13	-15%
CC1CCN(C(=O)Nc2cccc(NC(=O)N3CCC(C)CC3)c2)CC1	-8%	0	2%	-12	-26	-4%	-4%	0%	-4	17%
CC#CC(=O)N1CCC(CCc2ccccc2)(C(=O)OCC)CC1	-5%	22	9%	1	-13	1%	-2%	-1%	9	-24%
CCOc1ccc(N(CC(=O)NCCC2=CCCCC2)S(=O)(=O)c2ccccc2)cc1	-19%	27	1%	0	5	-17%	1%	1%	10	5%
COc1ccc(CN(C)C(=O)CCC(=O)N2CCN(S(=O)(=O)c3ccc(Cl)cc3)CC2)c(OC)c1	.	.	.	.	0	.	.	0%	1	-22%
Cc1ccc(S(N)(=O)=O)cc1NC(=O)C(c1ccccc1)c1ccccc1	-6%	-6	6%	1	16	-5%	-4%	1%	-5	-20%
CCCOc1ccc(C(=O)OCC(=O)NCCc2ccc(OCC)c(OCC)c2)cc1OC	0%	0	-4%	.	11	-7%	-6%	1%	-2	-32%
COCCCN1C(=O)C(=O)/C(=C(/O)c2ccc(OCC(C)C)cc2C)C1c1cccnc1 (configuration not stated)	31%[activator]	1	3%	9	6	14%	0%	-3%	-1	24%
O=C(Oc1cc2oc(=O)c3c(c2cc1Cl)CCCC3)c1cccs1	12%	13	0%	3	3	181%[activator]	2%	i	0	13%
CCOc1ccccc1C(=O)Nn1c(C2CCC2)nc2ccccc2c1=O	0%	1	-1%	5	13	-2%	-2%	-1%	4	-1%
CCCCNC(=O)c1[nH]c(C)c(C(C)=O)c1C	-7%	-3	1%	0	2	17%	0%	5%	i	19%

Limited to Integrin act MD and FBPA coupling cs, for some of the entries so far:
| canonical_smiles | Integrin act MD | FBPA coupling cs |
| --- | --- | --- |
| Cc1cc2c(SCC(=O)N3CCN(c4ccccc4)CC3)ncnc2s1 | 9% | . |
| COc1ccccc1N1CCN(C(=O)CCNC(=O)Cn2ccc3ccccc3c2=O)CC1 | -25% | 1 |

Further compounds follow:
Molecule	MBNL1-CUG inh	TRPV1 ag	GALK inhibitor	FBPA coupling cs	KCNH2 3.1 inh	MLL CXXC-DNA inh	A-T KAP1 phos	S-ASM inh	KCNH2 WT inh	Integrin act MD
CCCNC(=O)CN(c1ccccc1)S(=O)(=O)c1ccc(OC)c(OC)c1	?	2	0%	0	-8	8%	.	3%	-22	-11%
COc1ccc(/C=C2/SC(=S)N(Cc3ccccc3)C2=O)cc1O	-3%	-4	.	-1	-4	10%	40µM*	?	-6	?
CC1(C)Cc2c(c(=S)nc(-c3ccccc3)n2Cc2cccnc2)CO1	-10%	-5	1%	1	6	2%	1%	-1%	-6	21%
Cc1ccc(-n2c(SCC(=O)N3CCN(c4ccccn4)CC3)nnc2N2CCCC2)cc1	.	-3	.	.	-14	.	-4%	-2%	-8	5%
Cc1cc(Cl)c(OCCN2C(=O)NC(C)(C)C2=O)c(Br)c1	15%	20	2%	2	.	1%	.	0%	-12	8%
COC(=O)C1=C(C(=O)OC)[C@@H]2N(C)c3ccc(OC)cc3[C@@]23C[C@@H](C(=O)OC)N(S(=O)(=O)c2ccc(OC)cc2)C3=N1	6%	4	5%	1&-2	8	5%	10%	-1%	-10	-4%
COc1ccc(CNC(=O)c2ccccc2NC(=O)C2=CSCCO2)c(OC)c1	5%	4	3%	.	25	37%[activator]	0%	-3%	-2	-7%
O=C(Nc1cccc(C(F)(F)F)c1)NC1CCN(S(=O)(=O)c2ccc(F)cc2)CC1	1%	12	-1%	-5	-4	29%	-2%	-2%	14	0%
S=C(NCc1ccccc1)NCc1cccc(CNC(=S)NCc2ccccc2)c1	-3%	10	-1%	0	-11	-4%	-12%	-6%	-4	11%
CC(C)Cn1cnc2c1c(=O)n(CC(=O)NC(=O)NC(C)(C)C)c(=O)n2Cc1ccccc1	-4%	2	7%	-1	-5	11%	-2%	7%	2	-21%
CCn1c(COc2ccccc2C)nnc1SCC(=O)NC1CCCC1	3%	5	1%	-1	10	-3%	9%	3%	-1	2%
CCn1cc(/C=C(\NC(=O)c2ccccc2F)C(=O)NCCCn2ccnc2)c2ccccc21	20%	0	0%	-2	19	4%	-2%	-6%	2	5%
O=S(=O)(NCCc1c[nH]c2ccccc12)c1ccccc1	-11%	-2	.	3	-3	6%	13%	-1%	2	0%
COc1cccc2c(=O)cn[nH]c12	?	0	4%	2	-3	17%	-6%	42%[activator]	15	3%
CC(=O)Nc1ccc(S(=O)(=O)Nc2ccc(S(=O)(=O)N3CCCC3)cc2)cc1	-1%	-2	-1%	2	12	-3%	2%	-2%	26	20%
CC1CCCCC1NC(=S)NC(=O)c1ccccc1Cl (configuration not stated)	.	.	.	.	1	.	16%	-4%	-6	-25%
CN(C)S(=O)(=O)c1cccc(NC(=S)NCCCn2ccnc2)c1	-8%	-2	-2%	2	-22	-1%	-4%	7%	5	0%
CCN(C[C@H]1N[C@@](CC)(C(=O)OC)[C@H]2C(=O)N(Cc3ccccc3)C(=O)[C@@H]12)S(=O)(=O)c1ccc(-c2ccccc2)cc1	.	.	.	.	-5	.	6%	-7%	-4	35%
O=C(O)c1ccccc1NS(=O)(=O)c1cccc(NS(=O)(=O)c2cc(Br)ccc2Br)c1	.	.	.	.	3	.	17%	-7%	2	43%
COc1ccccc1CNC(=O)COC(=O)c1cc(C)nc2ccccc12	.	.	.	.	-16	.	7%	0%	-6	-20%
O=C(N1CCN(c2ccccc2F)CC1)C1(c2cccs2)CCOCC1	-15%	13	0%	4	-2	8%	2%	1%	1	-2%
CC(NC(=O)Cn1cc(C(=O)C2CC2)c2ccccc21)c1ccccc1 (configuration not stated)	-3%	?	0%	1	3	-10%	17%	0%	-3	-11%
COc1cc(F)ccc1S(=O)(=O)N1CCN(c2ccccc2)CC1	4%	-3	-1%	2	-4	3%	1%	1%	-5	-9%
